Bioassay records: PubChem BioAssay, several laboratories
MrgX1 antag = antagonists of human MrgX1 receptor | B-score at 10 µM | MRGX1-HEK293 calcium flux, Fluo-4, BAM8-22 antagonism; active compounds read low | AID 588676 | 310,000 compounds, 1.3% hits;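 active means calcium-response B-score plate-corrected more than 3 library SD below zero, starting fluorescence within 5 deviations, no agonist response on first addition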;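 further: peak minus trough fluorescence over baseline after final BAM8-22 challenge near maximal dose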
TRPC4 inh = blocks the mouse TRPC4 cation channel | 300,000 compounds, 0.39% hits | HEK293 TRPC4beta/mu-opioid, DAMGO-evoked Fluo4 calcium flux; active compounds read low | Q9QUQ5 | B-score at 10 µM;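 active means B-score over 3 SD under the library average, no early fluorescence shift, positive overall ratio signal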
Target sequence (Q9QUQ5 whole entry, looked up): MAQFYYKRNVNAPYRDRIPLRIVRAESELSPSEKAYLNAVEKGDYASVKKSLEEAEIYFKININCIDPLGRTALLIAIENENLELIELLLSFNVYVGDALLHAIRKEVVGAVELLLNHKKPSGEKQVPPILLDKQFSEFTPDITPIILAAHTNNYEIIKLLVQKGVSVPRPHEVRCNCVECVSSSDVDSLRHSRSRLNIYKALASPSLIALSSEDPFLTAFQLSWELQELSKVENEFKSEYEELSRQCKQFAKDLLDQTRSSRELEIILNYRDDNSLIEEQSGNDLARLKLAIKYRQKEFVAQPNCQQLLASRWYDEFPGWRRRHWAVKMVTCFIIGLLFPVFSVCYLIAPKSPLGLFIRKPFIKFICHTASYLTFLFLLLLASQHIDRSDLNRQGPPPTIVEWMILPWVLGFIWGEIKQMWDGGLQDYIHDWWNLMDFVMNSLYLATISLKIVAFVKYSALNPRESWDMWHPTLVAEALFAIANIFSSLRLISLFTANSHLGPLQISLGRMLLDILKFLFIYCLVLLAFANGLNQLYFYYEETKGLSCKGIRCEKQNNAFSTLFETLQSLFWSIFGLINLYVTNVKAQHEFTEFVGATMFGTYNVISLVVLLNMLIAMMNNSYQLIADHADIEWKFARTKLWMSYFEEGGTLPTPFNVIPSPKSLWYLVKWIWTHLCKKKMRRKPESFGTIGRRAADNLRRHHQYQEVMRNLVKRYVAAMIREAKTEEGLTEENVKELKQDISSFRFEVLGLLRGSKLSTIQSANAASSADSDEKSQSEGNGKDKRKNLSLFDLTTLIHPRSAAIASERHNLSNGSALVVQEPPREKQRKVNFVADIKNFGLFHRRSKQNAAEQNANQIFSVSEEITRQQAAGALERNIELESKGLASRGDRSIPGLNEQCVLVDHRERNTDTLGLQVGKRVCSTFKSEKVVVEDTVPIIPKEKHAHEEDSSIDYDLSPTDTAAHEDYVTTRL
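material = TRPC4beta/mu-opioid receptor HEK293 cell line | probe or stimulus = sequential submaximal and maximal DAMGO stimulation | compound dosing = one concentration per compound | measured by = Fluo4 Ca2+ flux fluorescence | evaluation = integrated fluorescence ratio relative to baseline, converted to per-well B score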
TRPC6 inh = inhibitors of mouse TRPC6 channel. B-score at 10 µM. HEK293-TRPC6, membrane potential dye, ACh-evoked depolarization; active compounds read low. 310,000 compounds, 1.1% hits;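 active means B-score under library mean minus 3 SD, initial fluorescence not abnormally high, positive integrated signal ratio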;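 further: B-score derived from integrated fluorescence ratio over the kinetic read; more negative B-score means stronger inhibition of depolarization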
TMEM16A inh = mouse TMEM16A channel inhibition, primary screen; HEK293 TMEM16A/YFP iodide influx fluorescence, ionomycin; Q8BHY3; 310,000 compounds, 1.2% hits; normalized B-score (activity score, 25-100; higher = stronger inhibition) at 10 µM;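 active means ratio plate-corrected score three or more library SD toward inhibition, starting fluorescence score within five deviations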;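 further: score derived from kinetic fluorescence span divided by baseline fluorescence per well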
MrgX1 ag = activates human MrgX1 receptor signaling | Q96LB2 | MrgX1-HEK293 cells, Fluo-4 calcium fluorescence, agonist mode; active compounds read high | B-score at 10 µM | 310,000 compounds, 0.44% hits | AID 588627;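 active means calcium response B-score plate-corrected fluorescence ratio at least 3 library SD, with starting fluorescence B-score inside 5 SD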
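Test system: HEK293 cells stably expressing human MrgX1 receptor; Input: fifteen thousand cells per well; Dosing: compound delivered in addition one of three; Schedule: overnight seeding, then 1 h dark dye loading; Technique: Fluo-4 NW calcium fluorescence; Measure: B-scored fluorescence response ratio; Controls: positive and negative controls per plate.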
TMEM16A act = activators or potentiators of mouse TMEM16A chloride channel | Q8BHY3 | HEK293 TMEM16A/YFP-H148Q/I152L, iodide quench fluorescence; active compounds read low | B-score at 10 µM | 340,000 compounds, 0.3% hits;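 active means fluorescence-ratio B-score plate-corrected deviation score at least 3 library SD below zero, with starting fluorescence score within 5 deviations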;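 further: channel opened by trigger with iodide after compound preincubation; score built on the fluorescence ratio of max minus min over baseline; more negative score means more quench and so TMEM16A activation or potentiation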
TRPC4 act = activators of mouse TRPC4 channel; HEK293 TRPC4beta/mu-opioid, Fluo4 calcium fluorescence; active compounds read high; 310,000 compounds, 0.49% hits; B-score at 10 µM;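 active means B-score above 5 SD of library B-scores, and initial fluorescence ratio not above library mean plus 5 SD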;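 further: positive B-score marks a calcium rise read as TRPC4 activation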
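System: HEK293 cells stably co-expressing mouse TRPC4beta and mu-opioid receptor; Schedule: Fluo4 dye loading 45 min at room temperature, 110 s recording; Detection: Fluo4 fluorescence, kinetic; Evaluation: B-scored integrated calcium fluorescence ratio; Controls: buffer (low) and maximal DAMGO (high).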
TRPC4 PAM = allosteric potentiators of mouse TRPC4 channel; HEK293 TRPC4beta/mu-opioid, DAMGO EC20, Fluo-4 Ca2+ flux; active compounds read high; B-score at 10 µM; 310,000 compounds, 0.42% hits; AID 2227;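 active means B-score of calcium response area above 5 SD of library B-scores, with initial fluorescence ratio within 5 SD of library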;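 further: B-score of integrated fluorescence ratio over time as area under calcium response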
MrgX1 PAM = human MrgX1 positive allosteric modulation, primary screen. MrgX1-HEK293, Fluo-4 calcium flux, FDSS; active compounds read high. AID 588675. 310,000 compounds, 0.63% hits. Q96LB2. B-score at 10 µM;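 active means plate-corrected calcium response at least 3 library SD above typical, normal starting fluorescence, not activating the receptor alone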;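 further: compound read alongside a low EC10 to EC30 dose of BAM8-22 agonist; peak minus trough fluorescence over baseline measured at the second addition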
SKKanGAS inh = SKKanGAS growth inhibition; AID 1662; S. pyogenes SKKanGAS, kanamycin growth, BacTiter-Glo, 6 h; inhibition, % at 7.5 µM; 300,000 compounds, 1.3% hits;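 active means mean replicate score, as percent of positive control median, at least 50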;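 further: strain carries kanamycin resistance gene driven by streptokinase promoter and grows in 40 µg/ml kanamycin; loss of luminescence reflects streptokinase promoter inhibition or plain growth inhibition; 0% = median of DMSO wells and 100% = positive control at its reference dose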
TRPC6 activator = mouse TRPC6 channel activation. HEK293-TRPC6 membrane potential dye fluorescence; active compounds read high. B-score at 10 µM. 310,000 compounds, 0.13% hits. AID 2550;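 active means B-score of the integrated fluorescence ratio above library mean plus 3 SD, and starting fluorescence ratio within library mean plus 5 SD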;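 further: higher score means more depolarization so channel activation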
Starred values were filed as active, the others as inactive. Compounds were not picked by outcome; overall some 6.7% were active at least once.

For CCN(CC)CCC(=O)N1c2ccccc2CCc2ccc(NC(=O)OC)cc21 the results were MrgX1 antag inactive, TRPC4 inh inactive, TRPC6 inh inactive, TMEM16A inh inactive, MrgX1 ag inactive, TMEM16A act inactive, TRPC4 act inactive, TRPC4 PAM inactive, MrgX1 PAM inactive, SKKanGAS inh -4 and TRPC6 activator inactive.
`Cc1ccc(-n2ncc3c(N4CCC5(CC4)OCCO5)ncnc32)c(C)c1` gave MrgX1 antag inactive, TRPC4 inh inactive, TRPC6 inh inactive, TMEM16A inh inactive, MrgX1 ag inactive, TMEM16A act inactive, TRPC4 act inactive, TRPC4 PAM inactive, MrgX1 PAM inactive, SKKanGAS inh -5 and TRPC6 activator inactive.
Screening Cc1ccsc1C1C(C(=O)O)c2ccccc2C(=O)N1C (centres undefined) returned MrgX1 antag inactive, TRPC4 inh inactive, TRPC6 inh inactive, TMEM16A inh inactive, MrgX1 ag inactive, TMEM16A act inactive, TRPC4 act inactive, TRPC4 PAM inactive, MrgX1 PAM inactive, SKKanGAS inh -1 and TRPC6 activator inactive.
`COc1ccccc1N1CCN(C2CCCN(S(=O)(=O)c3cccc(Cl)c3)C2)CC1` (centres undefined) gave MrgX1 antag inactive, TRPC4 inh inactive, TRPC6 inh inactive, TMEM16A inh inactive, MrgX1 ag inactive, TMEM16A act inactive, TRPC4 act inactive, TRPC4 PAM inactive, MrgX1 PAM inactive, SKKanGAS inh 0 and TRPC6 activator inactive.
Cc1ccccc1Cn1nnc(-c2cccc(C(=O)O)c2)n1 was read as MrgX1 antag inactive, TRPC4 inh inactive, TRPC6 inh inactive, TMEM16A inh inactive, MrgX1 ag inactive, TMEM16A act inactive, TRPC4 act inactive, TRPC4 PAM inactive, MrgX1 PAM inactive, SKKanGAS inh 5 and TRPC6 activator inactive.
Screening COc1ccc2c(c1)-c1c(ssc1=S)C(C)(C)N2C(=O)CSC1=NCCS1 returned MrgX1 antag inactive, TRPC4 inh inactive, TRPC6 inh inactive, TMEM16A inh inactive, MrgX1 ag inactive, TMEM16A act inactive, TRPC4 act inactive, TRPC4 PAM inactive, MrgX1 PAM inactive, SKKanGAS inh 0 and TRPC6 activator inactive.
Screening COc1ccc(N2CCN(C(=O)COC(=O)CCOc3cc(C)ccc3C)CC2)cc1 returned MrgX1 antag inactive, TRPC4 inh inactive, TRPC6 inh inactive, TMEM16A inh inactive, MrgX1 ag inactive, TMEM16A act inactive, TRPC4 act inactive, TRPC4 PAM inactive, MrgX1 PAM inactive, SKKanGAS inh 6 and TRPC6 activator inactive.
For CCNC(=S)N(Cc1ccc(OC)cc1)C1CC(=O)N(c2ccc(OCC)cc2)C1=O (centres undefined) the results were MrgX1 antag inactive, TRPC4 inh inactive, TRPC6 inh inactive, TMEM16A inh inactive, MrgX1 ag inactive, TMEM16A act inactive, TRPC4 act inactive, TRPC4 PAM inactive, MrgX1 PAM inactive, SKKanGAS inh 1 and TRPC6 activator inactive.
C=CCn1c(-c2csc(-c3ccc(Cl)cc3)n2)n[nH]c1=S was read as MrgX1 antag inactive, TRPC4 inh inactive, TRPC6 inh inactive, TMEM16A inh inactive, MrgX1 ag inactive, TMEM16A act inactive, TRPC4 act inactive, TRPC4 PAM inactive, MrgX1 PAM inactive, SKKanGAS inh -9 and TRPC6 activator inactive.
Screening CCCNC(=O)c1ccc(SCC(=O)N(CC)CC)c([N+](=O)[O-])c1 returned MrgX1 antag inactive, TRPC4 inh inactive, TRPC6 inh inactive, TMEM16A inh inactive, MrgX1 ag inactive, TMEM16A act inactive, TRPC4 act inactive, TRPC4 PAM inactive, MrgX1 PAM inactive, SKKanGAS inh 9 and TRPC6 activator inactive.
Cc1cccc(C)c1-n1c(C)nn(-c2ncc(C(F)(F)F)cc2Cl)c1=O was read as MrgX1 antag inactive, TRPC4 inh inactive, TRPC6 inh inactive, TMEM16A inh inactive, MrgX1 ag inactive, TMEM16A act inactive, TRPC4 act inactive, TRPC4 PAM inactive, MrgX1 PAM inactive, SKKanGAS inh -11 and TRPC6 activator inactive.
Screening CCOC(=O)C1CCN(C(=O)C2CCN(S(=O)(=O)c3cc(Cl)ccc3Cl)CC2)CC1 returned MrgX1 antag inactive, TRPC4 inh inactive, TRPC6 inh inactive, TMEM16A inh inactive, MrgX1 ag inactive, TMEM16A act inactive, TRPC4 act inactive, TRPC4 PAM inactive, MrgX1 PAM inactive, SKKanGAS inh -2 and TRPC6 activator inactive.
For C=CCN(CC=C)S(=O)(=O)c1ccc(NC(=S)NC(=O)/C=C/c2ccccc2)cc1 the results were MrgX1 antag inactive, TRPC4 inh inactive, TRPC6 inh inactive, TMEM16A inh inactive, MrgX1 ag inactive, TMEM16A act inactive, TRPC4 act inactive, TRPC4 PAM inactive, MrgX1 PAM inactive, SKKanGAS inh 5 and TRPC6 activator inactive.
`O=C(Nc1ccc2c(c1)OCO2)c1ccc(=O)[nH]n1` gave MrgX1 antag inactive, TRPC4 inh inactive, TRPC6 inh inactive, TMEM16A inh inactive, MrgX1 ag inactive, TMEM16A act inactive, TRPC4 act inactive, TRPC4 PAM inactive, MrgX1 PAM inactive, SKKanGAS inh -9 and TRPC6 activator inactive.
O=C(OC(C(=O)NCC1CCCO1)c1ccc(F)cc1)c1ccco1 (centres undefined) was read as MrgX1 antag inactive, TRPC4 inh inactive, TRPC6 inh inactive, TMEM16A inh inactive, MrgX1 ag inactive, TMEM16A act inactive, TRPC4 act inactive, TRPC4 PAM inactive, MrgX1 PAM inactive, SKKanGAS inh -8 and TRPC6 activator inactive.
Screening CCOC(=O)c1ncn2c1C(=O)OC2(C)C returned MrgX1 antag inactive, TRPC4 inh inactive, TRPC6 inh inactive, TMEM16A inh inactive, MrgX1 ag inactive, TMEM16A act inactive, TRPC4 act inactive, TRPC4 PAM inactive, MrgX1 PAM inactive, SKKanGAS inh 3 and TRPC6 activator inactive.
For Cc1nn(C)cc1C(C(=O)NC1CCCCC1)N(C(=O)Cc1cccs1)c1ccc(F)cc1 (centres undefined) the results were MrgX1 antag inactive, TRPC4 inh inactive, TRPC6 inh inactive, TMEM16A inh inactive, MrgX1 ag inactive, TMEM16A act inactive, TRPC4 act inactive, TRPC4 PAM inactive, MrgX1 PAM inactive, SKKanGAS inh -5 and TRPC6 activator inactive.
For COc1cc(C2C(C(=O)OC(C)C)=C(C)Nc3ncnn32)cc(OC)c1OC (centres undefined) the results were MrgX1 antag inactive, TRPC4 inh inactive, TRPC6 inh inactive, TMEM16A inh inactive, MrgX1 ag inactive, TMEM16A act inactive, TRPC4 act inactive, TRPC4 PAM inactive, MrgX1 PAM inactive, SKKanGAS inh 2 and TRPC6 activator inactive.
CCOC(=O)C1=C(C)N(C)C(=O)NC1c1c(C)nn(-c2ccccc2)c1C (centres undefined) was read as MrgX1 antag inactive, TRPC4 inh inactive, TRPC6 inh inactive, TMEM16A inh inactive, MrgX1 ag inactive, TMEM16A act inactive, TRPC4 act inactive, TRPC4 PAM inactive, MrgX1 PAM inactive, SKKanGAS inh -4 and TRPC6 activator inactive.
`CCOc1ccc(N=C(/C(C(=O)C(=O)N2CCOCC2)=C(/O)c2ccccc2)c2ccccc2)cc1` gave MrgX1 antag inactive, TRPC4 inh inactive, TRPC6 inh inactive, TMEM16A inh inactive, MrgX1 ag inactive, TMEM16A act inactive, TRPC4 act inactive, TRPC4 PAM inactive, MrgX1 PAM inactive, SKKanGAS inh 6 and TRPC6 activator inactive.
`COc1ccc(NC(=O)c2cc(CN3C(=O)c4ccccc4C3=O)ccc2OC)cn1` gave MrgX1 antag inactive, TRPC4 inh inactive, TRPC6 inh inactive, TMEM16A inh inactive, MrgX1 ag inactive, TMEM16A act inactive, TRPC4 act inactive, TRPC4 PAM inactive, MrgX1 PAM inactive, SKKanGAS inh 4 and TRPC6 activator inactive.
`COc1cc(OC)cc(C(=O)N[C@H](C(=O)NCCc2c[nH]c3ccccc23)C(C)C)c1` gave MrgX1 antag inactive, TRPC4 inh inactive, TRPC6 inh inactive, TMEM16A inh inactive, MrgX1 ag inactive, TMEM16A act inactive, TRPC4 act inactive, TRPC4 PAM inactive, MrgX1 PAM inactive, SKKanGAS inh -10 and TRPC6 activator inactive.
CCOC(=O)Cn1c(CN2CCN(c3cccc(Cl)c3)CC2)nc2c1c(=O)[nH]c(=O)n2C was read as MrgX1 antag inactive, TRPC4 inh inactive, TRPC6 inh inactive, TMEM16A inh inactive, MrgX1 ag inactive, TMEM16A act inactive, TRPC4 act inactive, TRPC4 PAM inactive, MrgX1 PAM inactive, SKKanGAS inh 9 and TRPC6 activator inactive.
Screening CCc1ccc2oc(=O)cc(CN(C)Cc3ccccc3)c2c1 returned MrgX1 antag inactive, TRPC4 inh inactive, TRPC6 inh inactive, TMEM16A inh 100*, MrgX1 ag inactive, TMEM16A act inactive, TRPC4 act inactive, TRPC4 PAM inactive, MrgX1 PAM inactive, SKKanGAS inh 21 and TRPC6 activator inactive.
For COc1ccc(C2=NN(C(=O)c3ccco3)C(c3cc4ccccc4nc3Cl)C2)cc1 (centres undefined) the results were MrgX1 antag inactive, TRPC4 inh inactive, TRPC6 inh inactive, TMEM16A inh inactive, MrgX1 ag inactive, TRPC4 act inactive, TRPC4 PAM inactive, MrgX1 PAM inactive, SKKanGAS inh 12 and TRPC6 activator inactive.
Screening CCOC(=O)c1sc(=S)n(C)c1NC(=O)c1ccccc1Cl returned MrgX1 antag inactive, TRPC4 inh inactive, TRPC6 inh inactive, TMEM16A inh inactive, MrgX1 ag inactive, TMEM16A act inactive, TRPC4 act inactive, TRPC4 PAM inactive, MrgX1 PAM inactive, SKKanGAS inh 2 and TRPC6 activator inactive.
